# From PubChem BioAssay
# OX1R antag – blocks the human orexin 1 receptor; OX1R-expressing cells, FRET antagonist read-out; actives 1.8% (n = 330,000); AID 485270; O43613; inhibition, % at 6.6 µM; in the data active means inhibition mostly above about 38%, no sharp cut-off; inactive means mostly below about 40%;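 further: 0% = agonist challenge alone and 100% = reference antagonist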
# Target sequence (O43613 whole entry, looked up): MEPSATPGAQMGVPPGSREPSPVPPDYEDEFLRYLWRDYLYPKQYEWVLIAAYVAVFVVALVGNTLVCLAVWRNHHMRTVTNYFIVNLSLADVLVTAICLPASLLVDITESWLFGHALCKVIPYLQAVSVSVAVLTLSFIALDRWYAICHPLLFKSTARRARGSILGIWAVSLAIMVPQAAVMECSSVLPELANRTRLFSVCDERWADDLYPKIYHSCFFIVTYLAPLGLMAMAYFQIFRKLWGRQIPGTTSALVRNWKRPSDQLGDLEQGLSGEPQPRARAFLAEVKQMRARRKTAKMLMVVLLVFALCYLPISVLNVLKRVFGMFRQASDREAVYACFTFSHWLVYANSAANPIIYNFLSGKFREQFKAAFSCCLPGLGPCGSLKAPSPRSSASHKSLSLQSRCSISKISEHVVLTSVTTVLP
# KCNQ2 inh – KCNQ2 channel blockers in CHO-K1 cells – cell-based, FluxOR thallium flux, B-score, primary screen (AID 2156) | O88943 | 20 min; hits give low values | B-score at 10 µM | actives 1.1% (n = 310,000);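 active means fluorescence ratio B-score at most minus 3 library SDs, with starting brightness B-score within 2 library SDs, cut at about -5.5 in these data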
# STK33 inh – human STK33 kinase inhibition; purified STK33, MBP phosphorylation, ADP-Glo luminescence; Q9BYT3; actives 0.073% (n = 320,000); inhibition, % at 10 µM;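 active means inhibition at or above 25%, using the most active replicate where run in duplicate; inactive means inhibition below 25%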
# Target sequence (Q9BYT3 whole entry, looked up): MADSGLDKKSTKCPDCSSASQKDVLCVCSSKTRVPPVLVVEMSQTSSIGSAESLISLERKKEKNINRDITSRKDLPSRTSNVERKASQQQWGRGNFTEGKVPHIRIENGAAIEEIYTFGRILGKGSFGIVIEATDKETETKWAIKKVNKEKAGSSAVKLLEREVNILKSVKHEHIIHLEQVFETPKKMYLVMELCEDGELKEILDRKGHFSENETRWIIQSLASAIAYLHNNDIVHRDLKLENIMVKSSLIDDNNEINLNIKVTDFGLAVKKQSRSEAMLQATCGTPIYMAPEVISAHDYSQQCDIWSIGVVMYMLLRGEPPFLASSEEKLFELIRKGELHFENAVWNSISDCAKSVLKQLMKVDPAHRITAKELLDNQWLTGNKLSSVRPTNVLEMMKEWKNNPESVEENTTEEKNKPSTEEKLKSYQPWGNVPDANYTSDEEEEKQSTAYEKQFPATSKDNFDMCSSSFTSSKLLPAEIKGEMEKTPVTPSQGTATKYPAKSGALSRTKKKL
# The depositor's hits bear a star; i = inactive; x = no result given; & = joins results of further samples. This is a random part of the collection (roughly 2.7% active in at least one column).
SMILES,OX1R antag,KCNQ2 inh,STK33 inh
CC(C)C(=O)Nc1ccc(C(=O)c2ccccc2)cc1,13,i,0.2
CN(C)CCN1CC(C(=O)O)CC1=O (stereo not drawn),11,i,-2.8
Cn1cncc1C#Cc1c(-c2ccsc2)sc2ccccc12,10,x,0.2
Cc1ccc(Cl)cc1N1CCN(S(=O)(=O)c2cc3c(cc2C)NC(=O)CO3)CC1,1,i,-1.1
CCN1CCN(C(=O)C2=CC(c3ccc(OC)cc3)=NS(=O)(=O)N2C)CC1,9,i,0.8
Cc1ccc(NCc2ccc(O)c3ncccc23)cc1,2,i,-0.9
COc1cccc(-c2ccc(SCC(=O)NCCc3ccccc3)nn2)c1,49,i,0.6
CC(C)(C)c1cc(CN2CCCC(O)C2)c(O)c(C(C)(C)C)c1 (stereo not drawn),3,i,0.5
OC(c1nc2ccccc2[nH]1)C(O)C(O)C(O)c1nc2ccccc2[nH]1 (stereo not drawn),4,i,-1.5
CCN1CNC(=S)N(CCc2ccccc2)C1,32,i,-0.8
O=[N+]([O-])c1ccc(CSc2nc3ccccc3o2)cc1,6,i,-0.6
O=C(NC1CCc2ccccc21)C12CN(Cc3ccccc3)CC1C(c1cccc([N+](=O)[O-])c1)=NO2 (stereo not drawn),25,i,-0.2
Cc1ccc(C(=O)O/N=C(\N)Cc2ccc([N+](=O)[O-])cc2)c(Cl)c1,5,i,-0.6
COc1ccc(C)cc1NC(=O)c1ccccc1NS(=O)(=O)c1cccc2cccnc12,70*,i,-1.7
C/C=C/Cn1cccc(C(=O)Nc2ccc(OC)cc2)c1=O,19,i,0.3

# A draw from above in order of molecular weight, low to high:
SMILES,OX1R antag,KCNQ2 inh,STK33 inh
CC(C)(C)c1cc(CN2CCCC(O)C2)c(O)c(C(C)(C)C)c1 (stereo not drawn),3,i,0.5
OC(c1nc2ccccc2[nH]1)C(O)C(O)C(O)c1nc2ccccc2[nH]1 (stereo not drawn),4,i,-1.5
O=C(NC1CCc2ccccc21)C12CN(Cc3ccccc3)CC1C(c1cccc([N+](=O)[O-])c1)=NO2 (stereo not drawn),25,i,-0.2

# Following part
SMILES,OX1R antag,KCNQ2 inh,STK33 inh
CC1CN(C(=O)C2CC2)C(C)CN1C(=O)C1CC1 (stereo not drawn),4,i,-1.8
CC(C)COC(=O)N(C)c1ccc(C(O)(C(F)(F)F)C(F)(F)F)cc1,38,i,0.2
O=C(c1ccccc1)N(Cc1cccs1)C1CCS(=O)(=O)C1 (stereo not drawn),9,i,1.2
CCC[C@@H](CN1CCC[C@H]1CN1C(N)=NC[C@@H]1Cc1ccccc1)N1C[C@@H]([C@H](C)CC)N(CCCC2CCCC2)C1=N,4,x,6.3
O=C(NCCCn1ccnc1)/C(=C/c1ccco1)NC(=O)c1cccs1,12,i,-0.6
Cc1cc(=O)oc2cc(NC(=O)c3ccc(OC(F)F)cc3)ccc12,9,i,-1.3
CC(=O)c1cc2c(cc1NC(=O)Nc1cccc(Cl)c1)OCCO2,21,-6.3*,-0.2
NS(=O)(=O)c1ccc(N=Nc2ccc(O)c3ncccc23)cc1,3,i,-0.1
CC1CCN(CC(=O)Nc2ccc(C(=O)N3CCCCC3)cc2)CC1,11,i,0.3
CC(=O)Nc1ccc2c(COC(=O)CC3Sc4ccccc4NC3=O)cc(=O)oc2c1 (stereo not drawn),6,i,-1.5
CCNC(=O)C(=O)NCC1CCCN1S(=O)(=O)c1cccs1 (stereo not drawn),7,i,-1.1
Cc1ccc(/C=N/NC(=O)c2ccc(-n3cnnn3)cc2)cc1,4,x,-0.3
O=S(=O)(Nc1ccc(Nc2ccccc2)cc1)c1ccc(F)cc1,5,i,1.8
COc1ccc(OC)c(NC(=O)CSc2ncccc2C(=O)O)c1,29,i,-0.6
CCN(C(=O)c1ccco1)c1nc(-c2ccc(OC)cc2)cs1,23,i,-0.3
c1ccc2sc(N3CCN(Cc4nnnn4CC4CCCO4)CC3)nc2c1 (stereo not drawn),0,i,13
O=C(COC(=O)c1cc[n+]([O-])cc1)Nc1ccccc1Sc1ccccc1,13,i,-1.0
CCOC(=O)CNC(=O)CN1C(=O)CC(c2ccccc2)S(=O)(=O)c2ccccc21 (stereo not drawn),7,i,-2.6
Cc1noc(C)c1COC(=O)c1cccc(S(=O)(=O)N2CCCCCC2)c1,22,x,0.1
O=C(NCCCO)Nc1ccc2nc(-c3ccco3)c(-c3ccco3)nc2c1,29,x,3.7
Cc1ccc(Sc2ccc(S(=O)(=O)Nc3ccc(CC(=O)O)cc3)cc2)cc1C,5,x,-2.2
CCOc1ccc2[nH]c(=O)c(CN(CCCN3CCOCC3)Cc3nnnn3Cc3ccc(OC)cc3)cc2c1,15,i,0.9
Cc1cn([C@H]2C[C@H](N=[N+]=[N-])[C@@H](CO)O2)c(=O)[nH]c1=O,18,i,-3.1
CC(C)c1ccc(N2C(=NC(=O)C3CCCO3)SC3CS(=O)(=O)CC32)cc1 (stereo not drawn),8,i,-1.1
O=C(CSc1nnc(CNC(=O)c2ccco2)o1)Nc1ccc(Br)cc1,4,i,-1.5
CC(C)Cn1ccc(=O)n(CC(C)C)c1=O,-2,i,-1.0
CCCSc1nc(C)c(CC(=O)O)c(=O)[nH]1,19,i,0.2
Cc1onc(-c2ccccc2)c1C(=O)N1CCN(S(=O)(=O)c2ccc3c(c2)OCCO3)CC1,32,i,-2.6
CCOC(=O)C1(Cc2ccccc2)CCN(Cc2cnn(CC)c2)CC1,11,i,-0.1
CC(C(=O)Nc1ccc(Cl)cc1Cl)N1C(=O)NC2(CCCC2)C1=O (stereo not drawn),42,i,-0.5

# As entered above.
# Result for c1ccc2sc(N3CCN(Cc4nnnn4CC4CCCO4)CC3)nc2c1 (stereo not drawn) under OX1R antag: 0
# Result for Cc1noc(C)c1COC(=O)c1cccc(S(=O)(=O)N2CCCCCC2)c1 under OX1R antag: 22

# More compounds:
SMILES,OX1R antag,KCNQ2 inh,STK33 inh
CCNc1nc(Oc2ccc(=O)[nH]n2)nc(SC)n1,11,i,-2.0
C/C(=N\NC(=S)NC(C)C)c1ccc(-n2ccnc2)cc1,23,i,-2.0
COc1ccc(CC(=O)NNC(=S)Nc2ccccc2)cc1Br,32,i,0.8
Cc1ccccc1CNC(=O)C1CCN(c2nnc(N3CCCC3=O)s2)CC1,16,i,-1.0
CCOC(=O)c1sc(NC(=O)CN2C(=O)NC3(CCCCCCC3)C2=O)c(C(=O)OCC)c1C,1,i,-1.0
Cc1ccc(C2C3=C(CCCC3=O)N=C3c4ccccc4C(=O)C32)cc1 (stereo not drawn),13,i,0.3
CC(C)(C)CC(=O)Nc1ccc(C(N)=O)cc1,7,i,0.7
CCOC(=O)c1c(NC(=O)COc2cccc3c2CCN(C)C3=O)sc2c1CCC2,35,i,-1.9
Cc1ccc(-n2nc(C)c3c(C)onc3c2=O)cc1,16,i,0.2
OC1(c2cccnc2)CCN(Cc2nnnn2C2CCCCC2)CC1,17,i,-1.8
O=C(NCc1ccccn1)c1ccc(COc2ccc(Cl)cc2)o1,12,i,-1.2
CC(NC(=O)c1ccccc1NC(=O)c1ccco1)c1ccccc1 (stereo not drawn),7,i,0.2
c1ccc2oc(-c3[nH]ncc3CN(Cc3ccncc3)CC3CCCO3)cc2c1 (stereo not drawn),13,i,5.1
CCC(C)C(=O)Nc1nnc(SCC(=O)NC(C)(C)C)s1 (stereo not drawn),10,i,0.2
CCCCNc1c(-c2cccc(-c3ccc(OC)cc3)c2)nc2cc(C)ccn12,29,x,-1.2
Cc1cc(N2CCC(C)CC2)nc(NCc2ccccc2)n1,15,i,-0.2
COC(=O)c1cc(=O)n(Cc2ccc(OC)cc2)c(=NCc2ccc(OC)cc2)s1,19,i,-1.4
Cc1[nH]c2nc3ccccc3n2c(=O)c1CCC(C)C,4,i,-0.8
CC(=O)c1cnc(SCc2ccc(Cl)cc2)nc1C,12,i,-4.5
CC1CCCN(C(=O)c2cccc(S(=O)(=O)N3CCCc4ccccc43)c2)C1 (stereo not drawn),11,i,-0.3
O=C(NCC1COc2ccccc2O1)c1cccs1 (stereo not drawn),37,i,-1.7
CCn1c(SCC(=O)Nc2nccs2)nnc1-c1ccc(C)cc1,7,i,-1.4
C/C(=N\NC(=O)c1ccccc1O)C1C(=O)c2ccccc2C1=O,61*,i,0.4
COc1ccc2cc(C(=O)O)ccc2c1,6,i,4.8
CC(C)Nc1nc(NC(C)C)nc(SCC(N)=O)n1,23,i,-0.9
COC(=O)c1cc(S(=O)(=O)N2CCC(c3cc(OC)ccc3OC)C2)c[nH]1 (stereo not drawn),22,i,-1.0
COc1ccccc1C1CC(c2ccc(Cl)cc2)Nc2ncnn21 (stereo not drawn),41,i,-0.3
Cc1cccc(N(CC(O)CN2CCOCC2)S(=O)(=O)c2ccccc2)c1 (stereo not drawn),13,i,-1.8
COc1cc(/C=C/C(=O)O)ccc1O,13,i,7.5
CC(=N)c1c(O)c2ccccc2oc1=O,9,i,7.2
COc1ccc(CNC(=O)CCCC2=NS(=O)(=O)c3ccccc3N2)cc1,4,i,-1.6
CCN(CC)C(=S)Nc1ccc(C(=O)OC)cc1,6,i,-0.9
O=C1c2ccccc2C(=O)N1CCCc1nc(-c2ccccn2)no1,16,i,0.9
Cc1cc2c(ccc3[nH]onc32)n1,6,i,2.4
N#CCOC(=O)[C@H](Cc1c[nH]c2ccccc12)NS(=O)(=O)c1ccc(Cl)cc1,-10,i,0.5
CCOc1ccc(NC(=O)c2ccc(NC(=O)COC(=O)c3ccc(NC(=O)CC#N)cc3)cc2)cc1,1,i,-2.3
CCOc1ccc(NCc2cc3cc(OC)ccc3[nH]c2=O)cc1,36,i,-1.2
O=C(CCCc1ccccc1)NCCCN1CCOCC1,6,i,-0.2
Cc1cccc(NC(=O)CSc2nnc(-c3ccc(S(=O)(=O)N4CCOCC4)cc3)n2C)c1,4,i,-0.4
COc1cc(OC)cc(C(=O)Nc2ccc3c(c2)CCCN3C(=O)c2cccs2)c1,9,i,-0.5
CCOc1cc(CNCc2ccccc2)ccc1OCC(=O)NC1CCCCC1,x,i,-0.4
COc1cc(NS(=O)(=O)c2ccc(N=Cc3c(C)[nH]n(-c4ccccc4)c3=O)cc2)nc(OC)n1,8,i,0.8
CC(=O)Nc1ccc(S(=O)(=O)NCCc2cc3ccc(C)c(C)c3[nH]c2=O)cc1,38,i,-0.3
CCN(CC(=O)Nc1ccccc1C(F)(F)F)C(=O)c1cc(S(=O)(=O)N(C)C)ccc1N1CCCC1,-2,i,-0.8
CC(Oc1ccc(C#N)cc1)C(=O)NC1CCCC1 (stereo not drawn),9,x,1.1
CC(C)OC(=O)CSc1nnc(-c2ccccn2)n1C,7,i,-1.3
CC(C)C(C)NC(=O)CN1C(=O)NC(C)(c2ccc3ccccc3c2)C1=O (stereo not drawn),6,i,-1.1
COc1ccccc1OCC(=O)Nc1ccc(CSc2ccccc2)cc1C,21,i,-1.2
CCC(C)CN1CCC(CO)(Cc2ccccc2Cl)CC1 (stereo not drawn),6,i,-0.1
CN(C)C(=O)c1ccc(-n2cccn2)nc1,12,i,-1.7
COc1ccc(CCN(C)C(=O)CSc2nnc(-c3ccco3)o2)cc1OC,12,i,-0.9
CCOc1ccc(CC(=O)Nc2sc(Cc3ccccc3)c(C)c2C(N)=O)cc1OCC,57*,i,-1.3
CCOc1cc(C(=O)Nc2ccc(N3CCOCC3)cc2)cc(Br)c1OC,17,i,1.4
CCOc1ccc2oc(C(=O)OCC(=O)NC(=O)NC)c(C)c2c1,-3,i,0.8
CCc1ccc(C2CC(c3ccccc3)n3ncnc3N2)cc1 (stereo not drawn),21,i,2.2
O=C(NCCC1CCCCN1S(=O)(=O)c1ccc(Cl)cc1)C(=O)NCc1ccncc1 (stereo not drawn),23,i,-3.1
CCOC(=O)N1CCN(C(=O)c2c(-c3ccccc3Cl)noc2C)CC1,9,i,-0.1
COc1ccc(-c2noc(N3CCC(C(=O)N(C)c4ccccc4C)CC3)n2)cc1,8,i,0.2
O=C(Cc1cc(=O)[nH][nH]1)N/N=C/C=C/c1ccccc1,13&12,i,-1.1&-1.9
O=c1cc2ncc(-n3cc([N+](=O)[O-])cn3)cn2[nH]1,28,i,0.1
CN(C)C(=O)CN1CCN(Cc2nc(CC3CC3)no2)CC1,11,i,0.1
CN(C)S(=O)(=O)c1cc(C(=O)NCC2CCCO2)c(Cl)cc1Cl (stereo not drawn),11,i,-1.5

# Taken from above (7 entries):
SMILES,OX1R antag,KCNQ2 inh,STK33 inh
CCC(C)CN1CCC(CO)(Cc2ccccc2Cl)CC1 (stereo not drawn),6,i,-0.1
CN(C)C(=O)c1ccc(-n2cccn2)nc1,12,i,-1.7
COc1ccc(CCN(C)C(=O)CSc2nnc(-c3ccco3)o2)cc1OC,12,i,-0.9
CCOc1ccc(CC(=O)Nc2sc(Cc3ccccc3)c(C)c2C(N)=O)cc1OCC,57*,i,-1.3
CCOc1cc(C(=O)Nc2ccc(N3CCOCC3)cc2)cc(Br)c1OC,17,i,1.4
CCOc1ccc2oc(C(=O)OCC(=O)NC(=O)NC)c(C)c2c1,-3,i,0.8
CCc1ccc(C2CC(c3ccccc3)n3ncnc3N2)cc1 (stereo not drawn),21,i,2.2

# Random excerpt: three records from the list
SMILES,OX1R antag,KCNQ2 inh,STK33 inh
COc1cc(OC)cc(C(=O)Nc2ccc3c(c2)CCCN3C(=O)c2cccs2)c1,9,i,-0.5
CCOc1ccc(NCc2cc3cc(OC)ccc3[nH]c2=O)cc1,36,i,-1.2
CC(C)C(=O)Nc1ccc(C(=O)c2ccccc2)cc1,13,i,0.2
